Screens deposited in PubChem BioAssay by National Center for Advancing Translational Sciences (NCATS).
aSyn rescue = rescues yeast growth from alpha-synuclein toxicity. Yeast expressing alpha-synuclein, growth rescue, BacTiter-Glo, 24 h. Potency, µM (top dose mostly 46.1 µM), for inactives: top-dose growth rescue (activation), usual class: activators. 0.14% of 370,000 active; note: potency is the fitted concentration of half-maximal effect; % of control where 0% means no effect; nearly all actives have a fitted effect of over 65% in size
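Screening used galactose-induced yeast with toxic alpha-synuclein levels, exposed to compound for 24 hr at 30 deg C. Cell growth, read with BacTiter-Glo luminescence, gave the measured signal.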
IL-2 act = IL-2 activation; 0.065% of 360,000 active; AID 652025; IL-2 activation reporter assay, cell-based qHTS; stimulated with anti-CD3/CD4/CD28 beads; in transgenic mouse T cells; activation, % (series mostly up to about 46 µM); in the data active = activation above about 50%; inconclusive = mostly about 30% to 49%; note: 0% is about no effect
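Unstimulated transgenic mouse T cells preincubated 60 min with compound, then stimulated with anti-CD3/anti-CD4-coated beads plus anti-CD28 for 18 h at 37 degrees C. IL-2 response read as EGFP and DsRed fluorescence by plate cytometry.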
Abeta yeast res = compounds reversing amyloid beta toxicity in yeast; yeast expressing A-beta42, growth rescue, OD600, 48 h; response scale: 0% DMSO, 100% iron-clioquinol control; Potency, µM (doses to about 46.1 µM), inactives show at the highest dose growth rescue, usual class: activators; 0.063% of 410,000 active; note: potency is the fitted concentration of half-maximal effect; nearly all actives have a fitted effect of over 55% in size
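Yeast growth medium received pinned compounds, then yeast cells expressing toxic A-beta were added; plates incubated at 30 C for 48 hr. Growth read as absorbance at 600 nm, normalized to DMSO and equimolar FeCl3 plus clioquinol controls.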
EPAC1 antagonist = blocks human EPAC1 exchange factor. AID 720709. EPAC1 GEF assay, Rap1b-BODIPY-GDP exchange fluorescence. O95398. 0.14% of 360,000 active. Potency, µM (doses to about 115 µM), without a hit: top-dose activity change, negative = inhibition, most hits filed as inhibitors;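 note: potency is the fitted concentration of half-maximal effect; plate controls were vehicle for no effect and positive control for full effect; nearly all actives have a fitted effect of over 50% in size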
Target sequence (O95398 whole entry, looked up): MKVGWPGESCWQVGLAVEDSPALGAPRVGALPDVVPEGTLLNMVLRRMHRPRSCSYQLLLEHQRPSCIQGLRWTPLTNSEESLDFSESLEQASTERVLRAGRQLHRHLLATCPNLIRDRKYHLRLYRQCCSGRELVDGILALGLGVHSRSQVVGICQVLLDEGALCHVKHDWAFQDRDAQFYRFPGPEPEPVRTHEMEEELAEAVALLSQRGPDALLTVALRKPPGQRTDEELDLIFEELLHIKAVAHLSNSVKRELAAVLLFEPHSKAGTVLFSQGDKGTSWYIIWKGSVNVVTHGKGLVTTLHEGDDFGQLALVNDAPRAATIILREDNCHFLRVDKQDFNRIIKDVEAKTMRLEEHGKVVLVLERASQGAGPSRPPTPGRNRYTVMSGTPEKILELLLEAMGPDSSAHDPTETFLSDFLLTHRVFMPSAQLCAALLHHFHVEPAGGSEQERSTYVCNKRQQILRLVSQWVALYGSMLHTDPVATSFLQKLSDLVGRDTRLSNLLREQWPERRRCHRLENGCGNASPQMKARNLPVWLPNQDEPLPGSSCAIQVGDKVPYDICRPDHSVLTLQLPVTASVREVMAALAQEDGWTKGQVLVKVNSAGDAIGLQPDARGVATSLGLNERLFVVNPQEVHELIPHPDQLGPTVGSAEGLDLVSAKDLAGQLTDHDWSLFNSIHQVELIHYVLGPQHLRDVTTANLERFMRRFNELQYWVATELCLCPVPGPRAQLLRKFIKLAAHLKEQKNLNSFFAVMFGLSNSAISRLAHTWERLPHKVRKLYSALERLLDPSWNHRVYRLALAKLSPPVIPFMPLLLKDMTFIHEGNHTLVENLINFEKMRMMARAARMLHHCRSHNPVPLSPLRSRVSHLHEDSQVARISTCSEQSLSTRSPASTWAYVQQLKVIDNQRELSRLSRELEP
WRN inhibitor = WRN helicase (human) inhibition; Q14191; WRN helicase unwinding, fluorescent forked duplex, kinetic; Potency, µM (highest dose often 114 µM), for the others: at the top dose activity change, negative = inhibition, actives largely listed as inhibitors; 0.46% of 360,000 active; note: potency is the fitted concentration of half-maximal effect; % is set by controls: 0 for no effect and ±100 for the full control effect; nearly all actives have a fitted effect of over 55% in size
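Enzyme (20 nM final) and test compound sit together 15 min at room temperature before substrate addition. Substrate is a single-forked duplex oligonucleotide (100 nM) labelled with fluorophore and quencher, with 2 mM ATP; helicase unwinding raises red fluorescence, read kinetically.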
EPAC1 ag = agonists of human EPAC1; O95398; EPAC1 agonist qHTS, biochemical assay; response scale: 100% = response to 6.5 mM cAMP; Potency, µM (highest dose often 154 µM), inactives show top-dose activation, hits mostly activators; 0.073% of 360,000 active; note: potency is the fitted concentration of half-maximal effect; nearly all actives have a fitted effect of over 60% in size
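Multi-concentration qHTS readout: loss of Rap1B-bound BODIPY-GDP fluorescence driven by 100 nM EPAC1 with excess GDP (50 uM), monitored kinetically at room temperature; agonist response expressed relative to 6.5 mM cAMP.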
PI5P4Ka inh = inhibitors of human PI5P4K alpha; P48426; PI5P4Kalpha enzyme, ADP-Glo luminescence, 60 min; hits give low values; max response, %; 1.2% of 330,000 active; AID 652105; active = max response of -50% or lower; inconclusive = between -30% and -50%; inactive = -30% or higher; note: value at the top dose of about 77 µM; % is set by controls: 0 for no effect and ±100 for the full control effect
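Human PI5P4Kalpha with substrate in 0.038 M HEPES pH 7.4, 0.28 mM EGTA, 0.1% CHAPS, 5% DMSO; reaction started with 5 microM ATP (final), 60 min at room temperature. ADP formed read by ADP-Glo luminescence.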
PLK1 PBD block = inhibitors of human PLK1 polo-box domain binding; Plk1 PBD binding of FITC phosphopeptide, fluorescence polarization; Potency, µM, for inactives: max response, negative = inhibition, most hits filed as inhibitors; 2.8% of 360,000 active; AID 720504; note: potency is the fitted concentration of half-maximal effect; series mostly up to about 57 µM; % is set by controls: 0 for no effect and ±100 for the full control effect; nearly all actives have a fitted effect of over 65% in size
FUS yeast rescue = FUS proteinopathy suppression in yeast | S. cerevisiae FUS-expressing, growth rescue, OD600, 24 h | Potency, µM (top dose mostly 76.6 µM), for the others: at the top dose growth rescue (activation), hits mostly activators | 0.24% of 390,000 active | AID 1347120;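 note: potency is the fitted concentration of half-maximal effect; plate controls were DMSO vehicle for no effect and reference control for full effect; nearly all actives have a fitted effect of over 55% in size; some results filed as inactive show a strong effect at the top dose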
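S. cerevisiae expressing FUS from galactose induction served as the toxicity model. Growth after 24hr at 30C, read as absorbance at 600 nm, indicates suppression of toxicity; compounds dosed at several concentrations.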
An asterisk follows results filed as active; ? = inconclusive; nt = no result given; [ ] = dose if it differs, or a comment. Unless noted, calls come from the whole dose curve; as a rule, active = well fitted curve in the direction sought with a large enough effect; inconclusive = small, poorly fitted or top-dose-only effect, or another doubt; inactive = no such curve, though single readings can be large; an effect the other way counts as inactive or inconclusive. This is a random part of the collection; about 4.1% have a hit in one of these screens.

SMILES	aSyn rescue	IL-2 act	Abeta yeast res	EPAC1 antagonist	WRN inhibitor	EPAC1 ag	PI5P4Ka inh	PLK1 PBD block	FUS yeast rescue
CCCCC(=O)N(Cc1ccc2c(c1)OCO2)Cc1nc2ccccc2c(=O)[nH]1	8%	1.6	-6%	3%	-26%	0%	-53*	6.7µM*	17%
COc1ccc(C(CC(=O)N2CCCCC2)NC(=O)C(F)(F)F)cc1 (configuration not stated)	0%	-2.6	-17%	1%	-26%	-2%	4	-4%	11%
CCOc1ccccc1NC(=O)CSc1nnnn1Cc1ccccc1	2%	-1.3	-1%	9%	3%	5%	nt	-2%	18%
COCCNC(=O)c1cc(-c2cccc(OC)c2)on1	1%	-3.1	-11%	-10%	4%	9%	nt	-7%	30%
C=CCn1c(COc2cccc(C)c2)nnc1SCn1nnc2ccccc2c1=O	6%	1.7	-16%	-2%	-1%	0%	-2	-4%	nt
COc1cc(-c2nnc(COC(=O)c3ccc([N+](=O)[O-])o3)o2)cc(OC)c1OC	1%	-1.2	-71%[inhibitor]	0%	11%	11%	5	-18%	-3%
CCCCN(C(=O)CSc1nn(-c2ccc(F)cc2)c(=S)s1)c1c(N)n(CCCC)c(=O)[nH]c1=O	-4%	-1.1	1%	-19%	-4%	-17%	-1	-18%	7.1µM*
COc1cc(C2c3c(oc4ccccc4c3=O)C(=O)N2Cc2ccncc2)ccc1O (configuration not stated)	-4%	-1.8	-12%	3%	4%	8%	-5	-6%	-15%
CCCCCCCC(=O)NNC(=O)c1c(O)c2ccccc2[nH]c1=O	2%	-1.9	8%	-19%	-3%	10%	0	2%	-11%
COc1ccc(C(c2nnnn2C(C)(C)C)N2CCN(c3nc4ccccc4s3)CC2)cc1 (configuration not stated)	0%	0.7	13%	-4%	-6%	-6%	9	0%	-7%
Cc1cccc(NC(=S)NCCC(c2ccccc2)c2ccccc2)c1	-5%	0.0	-7%	-3%	-19%	-6%	-3	?	nt
C=CCn1c(SC(C)C(=O)Nc2ccc(F)c(F)c2F)nnc1C1CC1 (configuration not stated)	-4%	-5.2	-6%	-16%	4%	5%	-2	-12%	10%
CCOC(=O)CON1C(=O)C(=O)N(OCC(=O)OCC)[C@H]2CCCC[C@H]21	1%	-0.3	-4%	4%	-2%	-5%	0	4%	5%
COc1cc(OC)c(C(=O)OCC(=O)N(Cc2ccccc2)C(C)(C)C)cc1OC	12%	-1.0	21%	12%	2%	0%	-7	-8%	27%
Cc1ccc(N(CC(O)Cn2c3ccccc3c3ccccc32)S(C)(=O)=O)c(C)c1 (configuration not stated)	18%	-3.2	15%	4%	-20%	21%	nt	-5%	29%
O=C(c1ccco1)N1CCN(C(=O)C2CC(=O)N(c3ccccc3)C2)CC1 (configuration not stated)	-2%	0.1	0%	-18%	-23%	-23%	-3	-10%	4%
O=C(Nc1nncs1)C12CC3CC(CC(Cl)(C3)C1)C2	-7%	-2.1	10%	-20%	4%	7%	-5	-6%	20%
C#CCOCCOCCOCCNc1nc(N2CCN(C(=O)CCCCCCCCCCNC(=O)Cn3cc(C[C@@H](C)O)nn3)CC2)nc(N2CCN(C(=O)CCCCCCCCCCNC(=O)[C@H](CCCN=C(N)N)n3cc(C[C@@H](C)CC)nn3)CC2)n1	-58%[inhibitor]	0.1	17%	-26%	?	-6%	-76*	23%	11µM*
CCCCN1C(=O)C(CC(=O)NCCN2CCOCC2)CC(C(=O)N2CCCCCC2)=C1C (configuration not stated)	-3%	-0.4	-16%	-12%	-1%	-8%	0	-5%	-9%
C=CCc1cccc2cc(C(=O)N3CCN(C(=O)OCC)CC3)c(=O)oc12	-2%	1.7	6%	8%	3%	6%	-7	-19%	29%
CCN(CC)CCNC(=O)CCn1nc(-c2ccc(Cl)cc2)ccc1=O	5%	-3.1	-2%	8%	9%	-6%	-3	3%	-20%
CCOc1ncccc1C(=O)OCC(=O)c1ccccc1Br	13%	0.2	4%	-24%	-1%	-5%	1	-16%	3%
COc1cc(/C=N/NC(=O)c2cc(C)oc2C)cc(OC)c1OC	0%	0.3	-13%	23%	-12%	0%	5	1%	-17%
Cc1ccc([C@H]2C[C@H](O)[C@@H](n3cc(COC(=O)c4ccccc4)nn3)CN2C(=O)c2cccs2)cc1	-2%	2.1	-8%	-21%	-9%	8%	0	-24%	34%
Cc1ccc(C(=O)CCC(=O)Nc2ncccc2O)cc1	-11%	-0.1	-8%	?	-7%	4%	-2	-3%	1%

(list continues)
SMILES	aSyn rescue	IL-2 act	Abeta yeast res	EPAC1 antagonist	WRN inhibitor	EPAC1 ag	PI5P4Ka inh	PLK1 PBD block	FUS yeast rescue
NC(Cc1ccc(Cl)cc1)c1csc(Nc2cc(Oc3ccccc3)ncn2)n1 (configuration not stated)	-26%	-0.5	2%	-26%	1%	24%	-3	-12%	17%
O=C(NCCc1ccccc1)C1CC(=O)N(C2CCCCCC2)C1 (configuration not stated)	-10%	-2.2	14%	-1%	-4%	-1%	nt	-1%	-1%
CC(C)C[C@H]1CN([C@@H](Cc2ccc(O)cc2)CN2CCCC2CN2C(=S)NC[C@@H]2Cc2ccccc2)C(=S)N1CC1CCCCC1 (some centres not stated)	?	-0.2	10%	-6%	0%	-9%	-8	-5%	?
Cc1ccc(S(=O)(=O)NCCCCCC(=O)NC(C)(C)CO)cc1	0%	1.1	5%	-1%	-3%	-8%	-2	-6%	7%
Cc1nc(NCCCn2ccnc2)c2oc3ccccc3c2n1	-16%	-0.1	-1%	1%	7%	-5%	-3	0%	-7%
O=C1CC(C(=O)N(c2ccccc2)C(C(=O)NC2CCCC2)c2ccncc2)CS1 (configuration not stated)	-9%	1.5	-1%	?	-1%	3%	2	-11%	0%
CCOc1ccc(CN(C)C(=O)c2ccc(NS(=O)(=O)c3ccc4[nH]c(=O)[nH]c4c3)cc2)cc1	0%	-2.6	-5%	2%	9%	-6%	3	-1%	16%
CC(=O)NC(CC(=O)NC(C)c1ccc(Cl)cc1Cl)c1ccccc1 (configuration not stated)	5%	-3.9	2%	-3%	-9%	4%	-2	4%	1%
O=C(NCc1nc2ccccc2[nH]1)c1ccc(S(=O)(=O)N2CCOCC2)cc1	0%	0.4	13%	-5%	-2%	-4%	5	-5%	16%
COc1ccc(N(CC(=O)Nc2cccc(SC)c2)S(C)(=O)=O)cc1	-11%	0.5	-4%	6%	1%	0%	-3	-2%	-3%
NC(=O)C1(NC(=O)[C@@H]2CC3(CC(c4cccc(NC(=O)c5cc([N+](=O)[O-])cc([N+](=O)[O-])c5)c4)=NO3)CN2C(=O)c2ccccc2)CC1 (some centres not stated)	5%	0.9	2%	-23%	1%	-15%	-15	?	?
COCCCNC(=O)Cn1nnc(-c2ccc(NC(=O)c3ccccc3F)cc2)n1	-4%	1.6	16%	-6%	1%	6%	-4	-9%	-5%
Cc1onc(-c2ccccc2)c1C(=O)N1CCC(C)(C(=O)O)C1 (configuration not stated)	-7%	1.6	-5%	-14%	2%	-11%	-1	-4%	-17%
Cn1c(=O)n(C)c2cc(/C=N/NC(=O)c3cccc(Br)c3)ccc21	4%	-1.7	23%	7%	1%	-4%	-4	-1%	12%
C[C@@H]1CN([C@H](C)CO)C(=O)CCCn2nncc2CO[C@H]1CN(C)C(=O)Nc1ccc(N2CCN(C)CC2)cc1	-3%	2.0	-4%	-4%	2%	-12%	-13	-16%	-11%
Cc1nc(-c2ccc(NC(=O)C(C)(C)C)cc2)c(-c2ccccc2)o1	2%	-2.8	-16%	7%	7%	-4%	-7	1%	-3%
CCOC(Cn1c(CCCO)nc2ccccc21)OCC	1%	1.3	5%	1%	-8%	12%	nt	-4%	-3%
COC(=O)Cc1c(O)ccn(Cc2ccc(OC)c(OC)c2)c1=O	2%	-0.9	-7%	-27%	6%	9%	2	-6%	-20%
CCOC(=O)c1c(S(=O)(=O)N2CCN(C)CC2)c(C)n(C)c1C	2%	1.3	1%	-14%	-7%	1%	3	1%	19%
C=CCN=c1scc(-c2ccco2)n1/N=C/c1ccc(O)c(O)c1O	8%	1.4	-28%	56µM*	50µM*	20%	-73*	7.5µM*	23%
CCOC(=O)C(=O)/C(C#N)=C/Nc1ccc(Cl)cc1	4%	0.1	4%[9.22 µM]	-20%	-15%	1%	-18	-6%	-29%
CC(=O)Nc1ccc(Cl)cc1-c1ccccc1	-2%	2.0	9%	-4%	-15%	3%	1	1%	9%
CC(=O)N1CCN(S(=O)(=O)c2ccc(S(=O)(=O)NCC(C)C)cc2)CC1	1%	-1.9	4%	-1%	-5%	2%	nt	-2%	26%
CCOC(=O)C1CC(c2ccc(Cl)cc2)=NNC1=O (configuration not stated)	13%	-2.1	-6%	28%	10%	-7%	3	6%	17%
CCOCCCNc1ccc(N2C(=O)C3CCCCC3C2=O)cc1[N+](=O)[O-] (configuration not stated)	5%	-3.6	-15%	4%	-3%	-1%	1	3%	2%
COC(=O)C1CCN(C(=O)COC(=O)CNS(=O)(=O)c2ccc(SC)c([N+](=O)[O-])c2)CC1	-2%	-2.1	7%	19%	-10%[11.6 µM]	2%	-21	-8%	16%
COc1ccc(NCc2cc(=O)[nH]c3ccccc23)cc1	-6%	-4.0	-19%	5%	-1%	0%	0	-1%	25%
Cc1c(C(=O)OCC(=O)N2CC(C)OC(C)C2)oc2ccc(Br)cc12 (configuration not stated)	12%	-2.1	-8%	10%	9%	2%	0	-1%	11%
